High-throughput results as filed in PubChem.
GSK3beta inhib: human GSK3beta kinase inhibitors, primary screen, biochemical, cell-free homogeneous, HTS; Glycogen synthase kinase-3 beta (Homo sapiens), P49841; 0.038% of 300,000 active; GST-GSK3beta kinase, ADP-Glo luminescence, 60 min; hits give low values; activity score (negative = inhibition), % at 10 µM;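 active = more than half of replicate wells score below -50%, meaning over 50% inhibition versus plate controls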;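 note: 0% = median DMSO wells and -100% = median GW8510 positive control wells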
Target sequence (P49841 whole entry, looked up): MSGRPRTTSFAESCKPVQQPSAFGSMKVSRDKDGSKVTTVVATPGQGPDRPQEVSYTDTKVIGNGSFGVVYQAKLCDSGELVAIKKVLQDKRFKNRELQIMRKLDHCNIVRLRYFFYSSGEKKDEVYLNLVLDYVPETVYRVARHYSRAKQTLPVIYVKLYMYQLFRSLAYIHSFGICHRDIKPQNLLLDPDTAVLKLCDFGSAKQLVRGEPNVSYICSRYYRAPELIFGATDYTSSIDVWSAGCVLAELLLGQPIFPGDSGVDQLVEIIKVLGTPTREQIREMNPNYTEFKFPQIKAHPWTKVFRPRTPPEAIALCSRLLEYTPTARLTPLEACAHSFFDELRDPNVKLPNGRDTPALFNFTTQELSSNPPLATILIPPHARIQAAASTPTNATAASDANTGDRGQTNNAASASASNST
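Test system: GST-tagged human GSK3beta kinase, cell-free; evaluation: activity score scaled between in-plate DMSO and GW8510 controls; measured by: ADP-Glo luminescence; incubation: 60 min reaction, RT; benchmarks: DMSO and 20 µM GW8510; reagent: peptide substrate plus 25 µM ATP (final); medium: Tris/MgCl2 kinase buffer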
AI-2 QS modul: Vibrio harveyi AI-2 quorum sensing modulators, primary screen, JMH597 strain, luminescence/OD600 ratio; Vibrio harveyi JMH597 AI-2 luminescence/OD600 ratio, 9 h; hits give low values; strain lacks LuxN and CqsS sensors; 0 = neutral-control median; activity change, % at 7.5 µM; AID 2094, 2009; 0.4% of 300,000 active; in the data active = activity change below about -75%, passing the limit was not always enough;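 note: luminescence divided by OD600 gain over 9 h not by final OD600 alone; inactives centre near 13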
HIF act: HIF pathway transcriptional activators, primary screen, cell-based, U2OS HRE-luciferase, luminescence | U2OS HRE-luciferase reporter; normalized: DMSO 0%, desferrioxamine 100% | activation, % at 7.5 µM (by protocol) | 0.32% of 300,000 active | AID 1910, 2009;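 active = mean activation of at least 10% of the iron chelator positive control signal, with at least half of replicates also reaching 10%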
IEC-6 cytotox: cytotoxicity in IEC-6 intestinal epithelial cells, primary screen, cytotoxicity control for KLF5 inhibitor project, cell-based, luminescence; IEC-6 cytotoxicity, luminescence viability; inhibition, % at 5 µM; 0.78% of 290,000 active; in the data active = inhibition above about 22%;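 note: 0% = plate median of test compound wells and 100% = cytotoxic reference compound wells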
aSyn UTR inh: MLPCN primary screen, SNCA 5' untranslated region; alpha-synuclein 5'UTR reporter, inhibitor activity; inhibition, % (tested at 7.5 µM); 0.82% of 300,000 active; in the data active = inhibition above about 60%;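 note: H4 neuroglioblastoma cells stably carrying SNCA 5'UTR luciferase fusion; 0% = DMSO wells and 100% = positive control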
HSP90 refold inh: HSP90 inhibitors, primary screen, cell lysate, luminescence; Heat shock protein HSP 90 (rabbit reticulocyte lysate; luciferase refolding); 0.91% of 290,000 active; Rabbit reticulocyte lysate, luciferase refolding luminescence, 3 h; inhibition, % at 5.6 µM;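 active = inhibition above the screen-wide mean plus 3 SD, computed separately per campaign, cut at about 16% in these data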;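 note: 0% = DMSO wells and 100% = 60 µM geldanamycin wells; inhibitors lower the luminescence because luciferase stays unfolded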
GSK3 alpha inh: blockers of GSK3A enzyme activity – biochemical, luminescence, cell-free homogeneous, HTS, primary screen; Glycogen synthase kinase-3 alpha (Homo sapiens), P49840; GSK-3 alpha kinase, ADP-Glo luminescence, 60 min; inhibition, % at 10 µM; 0.1% of 320,000 active; AID 2650, 2010;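 in the data active = inhibition above about 50%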;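 note: GST-tagged GSK-3 alpha with peptide substrate and 25 µM ATP; 0% = DMSO neutral wells and 100% = GW8510 positive control wells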
Target sequence (P49840 whole entry, looked up): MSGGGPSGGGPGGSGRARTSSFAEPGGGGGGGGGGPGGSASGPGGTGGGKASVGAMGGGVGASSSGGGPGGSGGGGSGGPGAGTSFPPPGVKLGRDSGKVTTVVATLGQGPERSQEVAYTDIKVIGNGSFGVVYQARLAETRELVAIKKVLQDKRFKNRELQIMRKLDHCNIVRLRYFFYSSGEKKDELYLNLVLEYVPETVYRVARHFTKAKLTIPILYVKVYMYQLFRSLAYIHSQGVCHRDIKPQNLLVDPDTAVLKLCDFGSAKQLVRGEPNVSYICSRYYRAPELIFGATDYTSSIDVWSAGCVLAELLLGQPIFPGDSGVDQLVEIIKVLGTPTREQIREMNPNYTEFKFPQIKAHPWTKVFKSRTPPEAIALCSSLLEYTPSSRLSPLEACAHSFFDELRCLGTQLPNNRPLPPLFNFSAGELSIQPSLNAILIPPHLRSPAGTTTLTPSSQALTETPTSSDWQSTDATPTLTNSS
HSF-1 act: HSF-1 activators, primary screen, NIH3T3-HGL cells, MG132 stress, luminescence, single point; 1.7% of 300,000 active; AID 504408, 2011; activation, % at 9 µM; NIH3T3-HGL HSF-1 luciferase reporter, 8 h; 100% = twice DMSO control signal;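 active = mean replicate activation of at least 50% with a set share of replicates each reaching 50%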;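 note: 0% = median of the neutral control wells and 100% = twice that signal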
KLF5 inh: KLF5 expression inhibitors, primary screen, DLD-1 cells, luminescence; 0.23% of 290,000 active; AID 1700, 2009; inhibition, % at 5 µM; DLD-1 KLF5 promoter-luciferase reporter;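 active = inhibition above a per-plate limit of that plate's mean compound inhibition plus 3 SD, cut at about 60% in these data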;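 note: 0% = DMSO wells and 100% = LY294002 at 200 µM; higher means less KLF5 promoter-driven luciferase light; inactives centre near -14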
HSF1 inh: HSF1 inhibitors in luciferase reporter cells, primary screen, cell-based, NIH3T3, luminescence. NIH3T3-HGL HSE-luciferase, MG132-induced, luminescence 8 h; hits give low values. activity change, negative = inhibition, % at 7.5 µM (by protocol). 0.77% of 300,000 active. AID 2098, 2009;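 active = more than half of replicate wells show activity change below -50%, luminescence cut by over half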;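 note: luciferase reports HSF-1 transcriptional activity via heat shock element; 0% = median of DMSO wells and -100% = zero luminescence signal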
* hit, by the source's call; nt = not tested or not shown.

SMILES	GSK3beta inhib	AI-2 QS modul	HIF act	IEC-6 cytotox	aSyn UTR inh	HSP90 refold inh	GSK3 alpha inh	HSF-1 act	KLF5 inh	HSF1 inh
C/C(=N\NC(=O)c1ccccc1O)c1cccc(NC(=O)c2ccccc2)c1	2	7	0.9	-8	-12	-6	-2	-1	-21	-4
CCCc1nc2sc3c(=O)[nH]cnc3c2c2c1CCCC2	-2	11	-0.3	1	35	-1	1	-19	-10	-4
CCOC(=O)CNS(=O)(=O)c1ccc2c3c(cccc13)C(=O)N2CC	1	13	-0.5	1	-11	5	-2	-7	-6	-7
O=C(NCc1ccc(F)cc1)C(=O)NCC(c1ccco1)N1CCOCC1 (stereo not drawn)	1	6	0.0	0	9	0	-1	-12	-7	0
O=C(CSc1ccc2nnc(-c3ccccn3)n2n1)NCc1ccco1	-1	1	-0.2	-4	2	0	2	-42	12	-25
CCOC(=O)N1CCN(c2cc(C)c(C(C)=O)cc2F)CC1	0	24	-0.4	1	21	1	1	-17	-18	-2
CCOC(=O)c1sc2ccccc2c1OC(=O)c1ccccc1OC	1	17	-0.2	-2	0	-1	-6	-13	-35	-9
CC(C)Cc1nc2ccccc2[nH]1	5	10	-0.6	-6	20	-4	-2	-2	-5	5

Continuation:
SMILES	GSK3beta inhib	AI-2 QS modul	HIF act	IEC-6 cytotox	aSyn UTR inh	HSP90 refold inh	GSK3 alpha inh	HSF-1 act	KLF5 inh	HSF1 inh
Cc1cc(C(=O)NC2CCC(C)CC2)c(C)o1 (stereo not drawn)	1	25	2.8	5	-110	2	2	36	-147	16
O=C(Cn1c2[n+](c3ccc(C(F)(F)F)cc31)CCCCC2)Nc1ccccc1	4	29	-0.1	2	8	-6	-2	17	0	1
COc1ccc(CN2CCN(Cc3ccc(C(F)(F)F)cc3)CC2)c(OC)c1	-10	4	0.4	5	-25	2	1	-13	-23	-5
Cc1cccc(OCC(=O)NNC(=O)CSc2ncc(C#N)c(N)n2)c1	1	7	1.6	-2	2	-2	-1	-10	-7	-6
CCNCc1ccc(OCc2cccs2)c(OCC)c1	3	14	0.4	-4	18	1	-2	-10	-14	-6
COc1ccc(CNC(=O)Cc2ccc(-c3ccccc3)cc2)cc1OC	-3	11	-1.1	9	12	1	-2	-1	-9	-4
Cc1cccc(S(=O)(=O)N/N=c2\sc3ccccc3n2C)c1	5	11	3.1	4	-175	-6	-6	-5	-16	9
O=C1CCC(C(=O)OCC(=O)C23CC4CC(CC(C4)C2)C3)N1 (stereo not drawn)	0	10	nt	-9	nt	1	-1	nt	-25	nt

Following part
SMILES	GSK3beta inhib	AI-2 QS modul	HIF act	IEC-6 cytotox	aSyn UTR inh	HSP90 refold inh	GSK3 alpha inh	HSF-1 act	KLF5 inh	HSF1 inh
COC(=O)CNC(c1ccccc1)c1cc(Cl)ccc1NC(=O)c1cccc(Cl)c1 (stereo not drawn)	-2	35	-0.2	2	12	3	-1	2	-23	4
CC(O)(C#CCN1CCCCCC1)c1ccccc1 (stereo not drawn)	1	3	-0.2	1	17	2	1	3	-26	3
O=C(CSc1ccccc1)NCCSCc1ccccc1	-1	21	-0.1	-5	-24	-1	0	1	-54	13
CC(NC(=O)c1ccc(CS(C)(=O)=O)cc1)c1ccc(-c2ccccc2)cc1 (stereo not drawn)	-9	5	-0.5	-8	3	-3	-2	2	-11	1
O=C/C(=C\Nc1ccccn1)c1nc2cc(Cl)ccc2o1	1	11	4.1	-2	12	0	-28	29	-23	26
N#C/C(=C\c1ccco1)C(=O)Nc1cccc2ncccc12	-2	20	-0.1	-7	-4	2	0	8	-6	-6
CCOC(=O)c1cnn(-c2ccccc2)c1NC(=O)c1cccs1	0	27	-0.2	4	-17	2	-2	-4	-27	-7
O=C(O)CCCn1nc(-c2ccccc2)c2ccccc21	-2	20	-0.2	2	3	-2	-2	-18	-1	-7

New compounds follow.
SMILES	GSK3beta inhib	AI-2 QS modul	HIF act	IEC-6 cytotox	aSyn UTR inh	HSP90 refold inh	GSK3 alpha inh	HSF-1 act	KLF5 inh	HSF1 inh
O=C(COC(=O)c1sc2ccccc2c1Cl)NCC1CCCCC1	4	17	0.1	-6	-9	4	0	-19	-16	2
COC(=O)C1=C(C)N(CC2CCCO2)C(=O)/C1=C\c1ccc(O)cc1 (stereo not drawn)	2	35	-0.8	1	-8	0	-2	8	-14	-2
CCc1ccc(N2CC(C(=O)N3CCCCCC3)CC2=O)cc1 (stereo not drawn)	-5	31	0.2	-4	-12	1	-4	7	0	0
CCn1nc(CC(C)C)cc1C(=O)N1CCCC(Nc2ccc(F)cc2)C1 (stereo not drawn)	4	21	-0.3	2	7	-5	nt	32	-5	4
CCC(C)(C)C(=O)Nc1cc([N+](=O)[O-])ccc1Cl	3	-7	0.1	-1	-30	0	-2	10	-26	3
CNCCCC1c2ccccc2C=Cc2ccccc21	-3	30	-0.3	2	-2	2	3	-15	-24	-5
COc1ccc(-c2nnc(SCc3nc4ccccc4c(=O)[nH]3)o2)cc1	2	5	-1.5	2	-70	11	-2	-26	-11	-13
COC(=O)C1=CN(c2ccc(Cl)cc2)C=C(C(=O)OC)C1c1ccc([N+](=O)[O-])cc1	-4	26	-0.7	-6	28	-1	-2	11	-9	0

Other structures:
SMILES	GSK3beta inhib	AI-2 QS modul	HIF act	IEC-6 cytotox	aSyn UTR inh	HSP90 refold inh	GSK3 alpha inh	HSF-1 act	KLF5 inh	HSF1 inh
Cc1occc1-c1nnc(SCC(=O)Nc2c(F)cccc2F)n1C	2	1	-1.0	nt	-34	nt	1	19	nt	4
C[C@@H](Nc1nc(-c2ccccc2)nc2c1oc1ccccc12)C(=O)O	0	24	-0.3	13	5	3	-2	nt	-6	nt
CCCCN1CC(O)=C(c2nc(-c3ccc(Cl)cc3)cs2)C1=N	1	17	-1.1	4	48	0	-4	6	4	-7
COC(=O)C1=C(C)NC(=O)/C1=C\c1cc(C)n(-c2cccc(C)c2)c1C	0	18	0.1	5	-18	4	nt	-12	-5	5
COc1cc(/C(C)=C/c2ccccc2)c2c(c1)oc1ccccc12	-2	2	0.0	0	-27	1	1	-1	15	1
Cc1ccc(CNC(=O)CN(C)S(=O)(=O)c2cccc3cccnc23)cc1	0	7	nt	2	6	2	0	1	-12	-1
Cc1cc(CNC(=O)c2cccc(OC3CCN(S(=O)(=O)N(C)C)CC3)c2)on1	-2	4	5.1	0	-139	1	5	26	-171	13
COc1ccc(-c2cc3ncc(-c4ccccc4)c(N)n3n2)cc1	8	23	0.2	3	-96	-3	nt	1	-140	-6

An excerpt of these results, as labelled records.
compound: Cc1occc1-c1nnc(SCC(=O)Nc2c(F)cccc2F)n1C
  GSK3beta inhib: 2	AI-2 QS modul: 1	HIF act: -1.0	IEC-6 cytotox: nt	aSyn UTR inh: -34	HSP90 refold inh: nt	GSK3 alpha inh: 1	HSF-1 act: 19	KLF5 inh: nt	HSF1 inh: 4
compound: C[C@@H](Nc1nc(-c2ccccc2)nc2c1oc1ccccc12)C(=O)O
  GSK3beta inhib: 0	AI-2 QS modul: 24	HIF act: -0.3	IEC-6 cytotox: 13	aSyn UTR inh: 5	HSP90 refold inh: 3	GSK3 alpha inh: -2	HSF-1 act: nt	KLF5 inh: -6	HSF1 inh: nt
compound: CCCCN1CC(O)=C(c2nc(-c3ccc(Cl)cc3)cs2)C1=N
  GSK3beta inhib: 1	AI-2 QS modul: 17	HIF act: -1.1	IEC-6 cytotox: 4	aSyn UTR inh: 48	HSP90 refold inh: 0	GSK3 alpha inh: -4	HSF-1 act: 6	KLF5 inh: 4	HSF1 inh: -7
compound: COC(=O)C1=C(C)NC(=O)/C1=C\c1cc(C)n(-c2cccc(C)c2)c1C
  GSK3beta inhib: 0	AI-2 QS modul: 18	HIF act: 0.1	IEC-6 cytotox: 5	aSyn UTR inh: -18	HSP90 refold inh: 4	GSK3 alpha inh: nt	HSF-1 act: -12	KLF5 inh: -5	HSF1 inh: 5

Continuation.
SMILES	GSK3beta inhib	AI-2 QS modul	HIF act	IEC-6 cytotox	aSyn UTR inh	HSP90 refold inh	GSK3 alpha inh	HSF-1 act	KLF5 inh	HSF1 inh
O=C(CSc1nc2ccccc2c(=O)n1-c1ccc(F)cc1)Nc1ccc2c(c1)CCC2	-4	14	-0.8	0	20	1	3	20	15	2
CCOC(=O)c1cnc(=O)[nH]c1C	1	6	-0.1	nt	-6	nt	-2	7	nt	-4
CC(C)(C)CC(C)(C)c1ccc(OCC(=O)N/N=C/c2ccc(S(=O)(=O)O)o2)cc1	-4	30	-0.6	1	-7	2	-5	-10	3	0
Cc1ccc(C(=O)c2c(NC(=O)c3ccccc3)sc(C)c2C)cc1	-3	5	-0.4	-5	10	-1	0	1	-46	-4
CCOc1cc(/C=N/NC(=O)c2cccc(S(=O)(=O)N3CCOCC3)c2)ccc1OCC(=O)N(C)C	0	1	0.1	nt	-3	nt	-3	-69	nt	-64*
O=C1CC(C(=O)NCc2ccccc2)C2(CCCC2)O1 (stereo not drawn)	1	0	0.0	0	10	1	-1	-12	5	3
S=C(NC1CCCC1)N1CCN(c2ccc(Cl)cc2)CC1	1	22	-0.2	-1	0	0	7	5	-2	3
CCOC(=O)Nc1cccc(Cl)c1C	-1	3	0.5	1	-5	-3	-1	-12	-6	-5
O=C(NN=C1CCCCCC1)c1cn(-c2ccccc2)nc1-c1ccccc1	2	20	0.9	-3	2	7	0	19	-7	8
CCOc1ccc(Oc2nc(NCC(C)C)nc(OC)n2)nn1	0	7	-0.4	3	-2	-1	15	6	-6	4
O=C(Nc1ccnn1C1CCN(Cc2ccccc2)CC1)c1ccccc1Cl	-5	10	-0.2	7	4	3	-3	7	1	2
